Screens (PubChem)
UBC13 polyUb = inhibitors of human UBC13 polyubiquitin chain formation; TR-FRET; inhibition, % at 20 µM; 0.47% of 330,000 active; AID 485273; P61088; in the data active = inhibition above about 45%, passing the limit was not always enough
Target sequence (P61088 whole entry, looked up): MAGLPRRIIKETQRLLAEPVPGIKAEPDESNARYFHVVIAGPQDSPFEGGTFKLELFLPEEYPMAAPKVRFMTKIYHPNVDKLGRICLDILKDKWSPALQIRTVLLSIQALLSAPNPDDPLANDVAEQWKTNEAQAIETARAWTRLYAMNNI
HKDC1 inhibitor = blocks human hexokinase HKDC1 activity; inhibition, % at 20 µM; 0.16% of 340,000 active; AID 493160; recombinant HKDC1, G6PDH/diaphorase resazurin coupled fluorescence; Q2TB90;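 active = inhibition above about 35% when tested at 20 µM, limit read from the data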;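 note: plate controls were DMSO wells with enzyme for no effect and DMSO wells lacking enzyme for full effect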
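Test system: recombinant HKDC1 (HK5) hexokinase enzyme, produced in-house; Amount: enzyme 5 µg/mL final; Buffer or medium: Tris pH 8.0 buffer with MgCl2, Tween-20, BSA, BME; Reagent: glucose and ATP substrates; Doses: 20 µM test compound, 1% DMSO; Incubation: 90 min reaction incubation at room temperature, dark; Detection: resorufin fluorescence at 613 nm.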
SENP6 inh = blocks the human protease SENP6; Q9GZR1; 1.8% of 330,000 active; Recombinant SENP6 catalytic domain, aminoluciferin luminescence; inhibition, % at 10 µM;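 active = inhibition above about 50% at the single tested dose, limit read from the data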;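 note: plate controls were DMSO wells with enzyme for no effect and DMSO wells lacking enzyme for full effect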
Target sequence (Q9GZR1 628-1112 limits assumed): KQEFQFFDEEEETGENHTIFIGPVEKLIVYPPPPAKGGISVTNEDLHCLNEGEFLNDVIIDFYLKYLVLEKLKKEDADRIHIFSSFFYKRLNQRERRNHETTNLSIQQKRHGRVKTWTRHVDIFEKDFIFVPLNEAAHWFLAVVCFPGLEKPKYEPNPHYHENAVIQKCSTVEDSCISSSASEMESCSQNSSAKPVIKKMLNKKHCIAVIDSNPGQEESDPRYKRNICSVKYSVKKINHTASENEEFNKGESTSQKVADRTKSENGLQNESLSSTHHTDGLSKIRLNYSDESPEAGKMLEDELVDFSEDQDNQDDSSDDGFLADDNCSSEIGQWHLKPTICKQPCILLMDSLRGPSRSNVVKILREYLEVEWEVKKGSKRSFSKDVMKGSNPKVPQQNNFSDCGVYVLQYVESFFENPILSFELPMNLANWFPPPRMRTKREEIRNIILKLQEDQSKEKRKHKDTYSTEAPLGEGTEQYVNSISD
SENP8 block-1 = inhibitors of human SENP8 protease. purified SENP8, Z-RLRGG-aminoluciferin cleavage, luminescence. inhibition, % at 10 µM. 1.2% of 330,000 active. AID 2540; in the data active = inhibition above about 50%
PfGluPho inh = PfG6PD (Plasmodium falciparum) enzyme inhibition | 0.78% of 350,000 active | PfGluPho enzyme, NADPH resazurin-diaphorase fluorescence | AID 504690 | inhibition, % at 20 µM;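 active = inhibition reaching at least a set limit at 20 µM in the primary screen, cut at about 59% in these data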;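 note: 0% = DMSO wells with substrate and 100% = DMSO wells lacking glucose-6-phosphate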
SENP1 FRET inh = inhibitors of human SENP1 SUMO protease catalytic domain; AID 624204; Q9P0U3; inhibition, % at 10 µM; 0.21% of 360,000 active; recombinant SENP1 catalytic domain, CyPet-SUMO1-YPet FRET cleavage;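 active = inhibition at least 30% at 10 µM, raw YFP signal under a set limit, fluorescence ratio 0.5 to 1.5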;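 note: 0% = enzyme with DMSO and 100% = no enzyme wells; some results filed as inactive read as strong as hits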
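System: Recombinant human SENP1 catalytic domain, His6-tagged | Incubation: Enzyme reaction for 50 min at room temperature, dark | Medium: Tris pH 8 with BME, BSA, NP40 and catalase | Also added: 25 nM SUMO1 FRET substrate | Compound: 10 µM single point, 0.5% DMSO | Measured by: FRET fluorescence in CFP and YFP emission channels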
SENP7 block = blocks the human protease SENP7 | recombinant SENP7, Z-RLRGG-aminoluciferin luminescence, 40 min | 1.5% of 330,000 active | inhibition, % at 5 µM | AID 434973 | Q9BQF6;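 active = inhibition above about 50% at the single test dose, limit read from the data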;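 note: plate controls were DMSO with enzyme for no effect and no enzyme buffer wells for full effect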
Target sequence (Q9BQF6 706-1050 limits assumed): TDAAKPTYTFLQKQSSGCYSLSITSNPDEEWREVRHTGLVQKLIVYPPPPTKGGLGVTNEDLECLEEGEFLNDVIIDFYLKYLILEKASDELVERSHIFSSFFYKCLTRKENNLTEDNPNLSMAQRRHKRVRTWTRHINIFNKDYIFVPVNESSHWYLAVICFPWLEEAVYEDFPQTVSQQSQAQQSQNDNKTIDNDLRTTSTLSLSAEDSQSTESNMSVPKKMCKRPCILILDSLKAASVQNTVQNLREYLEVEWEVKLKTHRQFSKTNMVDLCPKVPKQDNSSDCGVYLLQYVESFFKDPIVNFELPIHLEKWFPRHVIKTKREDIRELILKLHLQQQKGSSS
SENP8 block-2 = SENP8 (human) protease inhibition; Q96LD8; recombinant SENP8, Nedd8 substrate fluorescence; inhibition, % at 20 µM; 0.64% of 360,000 active; AID 602440; in the data active = inhibition mostly above about 40%, no sharp cut-off; inactive = mostly below about 27%
beta cell repl = induces beta-cell replication in MIN6 cells. proliferation, % at 10 µM. 0.29% of 330,000 active. MIN6 cells proliferation, ATPlite luminescence, 48 h; cells starved in 0.2% serum; 100% = growth in 10% serum;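 active = compounds whose signal lies at least 3.5 SD above the mean of all wells on their plate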;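 note: 0% = DMSO-treated cells in low-serum medium and 100% = 10% serum control; some compounds called inactive have numbers as strong as hits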
* marks the source's active call; other numbers are inactive results; i = inactive.

Second line of a record – UBC13 polyUb	HKDC1 inhibitor	SENP6 inh	SENP8 block-1	PfGluPho inh	SENP1 FRET inh	SENP7 block	SENP8 block-2	beta cell repl
O=C1CSCC(=O)N1Cc1ccc(Cl)c(Cl)c1
    -1.8	-2.7	-32.0	-5.6	5.7	2.8	-5.2	11.1	1.2
COc1ccc(Cl)cc1NC(=O)CSc1nnc(C2CC2)n1N
    6.9	-5.3	4.7	-1.0	5.0	1.7	2.5	-47.7	3.1
CCCCNC(=O)c1cn(C)c2ccc(S(=O)(=O)N3CC(C)CC(C)C3)cc2c1=O (stereo not given)
    3.0	-3.9	-2.1	-0.8	-1.1	1.9	7.5	10.8	-5.2
O=C(O)Cn1cc(C(=S)N2CCOCC2)c2ccccc21
    -6.1	-5.9	-10.2	-1.7	27.9	3.2	11.0	6.9	2.3
Cc1ccc(N(C(=O)Cn2nnc(-c3ccccc3F)n2)C(C(=O)NC2CCCC2)c2ccncc2)cc1 (stereo not given)
    -8.7	2.6	-2.3	2.4	8.4	1.5	-7.7	6.0	-0.4
S=C(NCc1cccs1)Nc1cccc2ccccc12
    -4.4	-1.2	10.6	3.7	-9.0	1.1	4.3	-17.3	-0.3
Cc1c(C(=O)NCCSc2ccc(Cl)cc2)cccc1[N+](=O)[O-]
    13.9	-2.9	-0.5	-6.3	3.7	-0.6	-9.5	14.1	0.0
Cn1cnnc1SCC(=O)N1N=C(c2ccc(Cl)cc2)CC1c1ccco1 (stereo not given)
    4.4	-4.5	1.9	1.8	5.1	-1.4	-0.3	6.8	1.0
Cc1cc(C)c(NC(=S)N2CCN(c3ccc([N+](=O)[O-])cn3)CC2)cc1C
    -4.4	-2.6	7.4	4.9	11.4	7.0	3.6	15.8	-4.4
C#CCOCCOCCOCCNc1nc(N2CCN(C(=O)[C@H](CCC(=O)O)n3cc(C(N)Cc4ccc(O)cc4)nn3)CC2)nc(N2CCN(C(=O)[C@H](CCC(=O)O)n3cc(C(N)[C@H](C)CC)nn3)CC2)n1 (stereo not given in full)
    -19.8	-0.2	-6.1	-4.0	4.7	-0.9	-15.7	10.0	-4.9
CC1(C)CC(N2CCCC2)=CC(=[N+]2CCCCC2)C1
    -56.8	-8.9	-10.6	-5.6	-0.8	1.3	-2.2	15.9	-6.3
Cc1ccc(C2=NOC3(CC(=O)N(c4ccccc4)C3=O)C2)cc1 (stereo not given)
    -2.2	-2.4	-8.5	-1.5	3.9	1.7	-1.1	18.1	-1.4
O=C(COC(=O)CN1C(=O)C(=O)c2ccccc21)OCN1C(=O)c2ccccc2C1=O
    6.4	5.7	8.7	-1.8	-2.8	1.4	2.0	13.6	-2.0
O=C(OCC(=O)N1CCN(C(=O)c2ccco2)CC1)c1cccc(S(=O)(=O)N2CCc3ccccc32)c1
    -0.2	-3.1	5.8	0.5	7.9	0.4	11.2	6.6	-2.5
CCCn1c(=O)[nH]c(=O)c2c1nc(-c1cc([N+](=O)[O-])ccc1Cl)n2CCOC
    2.5	-3.9	-10.5	-1.5	7.0	-0.8	9.7	0.8	-1.2
CCOc1ccccc1NS(=O)(=O)c1ccc(Br)s1
    6.1	-6.1	-3.8	1.2	35.5	3.8	7.7	9.1	-2.2
O=C(NCCCn1ccnc1)c1ccccc1NS(=O)(=O)c1ccc(F)c(F)c1
    0.7	-7.2	-8.0	0.5	-9.3	1.6	2.5	13.2	-2.2
CCOC(=O)c1ccc(S(=O)(=O)N2CCN(C3CC(=O)N(c4ccccc4C(F)(F)F)C3=O)CC2)cc1 (stereo not given)
    -4.6	-3.8	5.9	3.0	8.5	-0.8	-6.0	5.4	-0.6
O=C(Nn1cnc2ccccc2c1=O)c1ccc([N+](=O)[O-])cc1Cl
    4.2	-6.3	-1.1	5.5	-4.2	-0.7	-5.1	17.0	-1.9
CCCCCC(=O)Nc1cccc(C2=NOC3(C2)C[C@H](C(N)=O)N(C(=O)COc2ccc(Cl)cc2)C3)c1 (stereo not given in full)
    6.2	1.3	-6.1	8.2	20.9	0.6	-5.7	3.9	1.5
Cc1nn(CC(=O)NNC(=O)c2ccccc2F)c([N+](=O)[O-])c1Br
    1.9	0.1	0.6	-1.6	8.2	4.3	-3.9	2.9	3.7
COc1ccc(NC(=O)CN2C(=O)NC(C)(c3ccc4c(c3)OCO4)C2=O)cc1S(N)(=O)=O (stereo not given)
    -15.4	-2.0	4.5	-15.4	6.7	0.6	-8.5	-9.5	-0.2
C=CCNC(=O)C1CC2Cn3c(nc4cc5ccccc5cc43)C2N1C (stereo not given)
    0.5	3.4	-4.8	-3.3	8.0	-3.4	-2.2	-56.7	0.2
O=C(NC1CCCCC1)c1ccc(-n2cnnn2)cc1
    4.4	-9.5	-14.8	-8.7	7.7	0.9	8.7	10.5	-2.6
COCCOc1cc(NC(=O)CS(=O)(=O)CC(=O)N(C)C)c(Cl)cc1Cl
    2.6	-1.5	11.6	-1.8	-22.7	1.1	4.5	-0.7	1.5
Cc1ccc(S(=O)(=O)N2CCOc3ccccc32)c(C)c1NS(C)(=O)=O
    4.6	-5.6	-6.6	-3.7	-7.0	2.7	1.2	15.5	0.4
Cc1ccc(OCCN2CCN(c3ncnc4sc(C)c(C)c34)CC2)cc1
    3.3	1.6	0.8	3.5	-4.5	0.6	3.2	17.1	-6.2
Cc1ccc(C)c(NC(=S)NCCc2ccc(F)cc2)c1
    10.0	4.1	-9.3	4.9	-6.0	0.8	8.7	14.1	-5.7
Cc1ccc(-n2cnc3ncnc(-c4ccccc4)c32)cc1
    1.7	-1.2	-0.6	-2.1	-2.9	1.4	8.3	19.3	-2.5
Cc1cccc(NC(=S)NCC(c2cccnc2)N2CCOCC2)c1C (stereo not given)
    5.5	-8.8	-2.2	-4.9	-5.0	1.6	3.0	26.5	0.0

Second line of a record – UBC13 polyUb	HKDC1 inhibitor	SENP6 inh	SENP8 block-1	PfGluPho inh	SENP1 FRET inh	SENP7 block	SENP8 block-2	beta cell repl
CCN(CC)CC(=O)Nc1cccc(S(=O)(=O)N2CCCC2)c1
    2.8	-11.3	3.9	2.3	-8.5	-1.4	6.9	23.0	2.3
Cc1ccc(N2C(=O)C(NC(=O)c3ccccc3)(C(F)(F)F)C3=C2CC(C)(C)CC3=O)cc1 (stereo not given)
    13.0	-5.6	-1.7	3.8	15.9	-0.2	3.7	13.0	0.0
COc1ccc(CCNC(=O)c2c(C)cc(=O)oc2C)cc1OC
    3.1	-7.3	0.9	6.2	0.8	2.7	-0.8	8.5	-0.5
O=C(/C=C/c1ccccc1Cl)Nc1cccnc1
    5.3	-2.1	92.7*	85.6*	18.2	1.3	92.6*	13.5	-3.7
COc1cc(OC)cc(-c2c(-c3ccc(F)cc3)c3cc(-c4ccc(SC)cc4)ccc3n2C)c1
    44.0	-8.0	3.9	-6.1	-6.2	-7.9	8.3	i	-2.5
O=C(Cn1cc2c(n1)CCCC2)NCCCN1CCN(Cc2ccccc2)CC1
    -2.9	2.9	-2.5	5.3	1.5	-3.6	-0.7	-3.6	-1.1
CCOC(=O)CCc1n[nH]c(=O)[nH]c1=O
    5.9	-0.7	8.7	5.0	-23.1	2.7	-1.3	23.3	-0.4
CC(C)Cn1c(N)c(C(=O)COC(=O)C2Cc3ccccc3CN2S(C)(=O)=O)c(=O)n(C)c1=O (stereo not given)
    -10.3	-1.7	0.1	4.2	12.5	-1.3	8.4	-1.2	-7.2
CC(=O)COc1ccc2c(C)c(C)c(=O)oc2c1
    7.6	-3.5	-11.4	8.6	-14.3	-1.9	3.8	-487.3	0.2
CS(=O)(=O)n1nc(NCc2cccs2)nc1NCc1cccs1
    2.9	-7.3	-25.6	-5.3	5.8	1.0	-7.6	10.7	-0.1
COC(=O)C1=CN(CCOC23CC4CC(CC(C4)C2)C3)C=C(C(=O)OC)C1c1ccsc1
    13.3	-1.0	12.8	-4.0	22.8	-66.0	6.7	-435.4	-6.4
COc1ccccc1C(=O)N(Cc1sccc1C)C1CCS(=O)(=O)C1 (stereo not given)
    5.0	-4.4	-14.7	-5.6	3.6	2.0	4.6	-3.4	-2.2
O=C(CCNS(=O)(=O)c1ccccc1C(F)(F)F)NC1CCCCCC1
    -3.4	-1.5	-3.7	-6.1	-3.7	0.2	1.1	-7.0	2.6
COc1ccccc1-c1coc2c(CN3C(C)CCCC3C)c(O)ccc2c1=O (stereo not given)
    5.8	-4.0	22.9	-3.1	-7.6	-4.2	-4.4	-320.9	-0.4
O=C(CN1CCOCC1)Nc1nc2cc([N+](=O)[O-])ccc2s1
    -9.4	6.0	3.0	3.1	-32.1	-11.1	-2.2	12.5	0.0
CC(Sc1nnc(C2CC2)n1C1CC1)C(=O)NC1(C#N)CCCCC1 (stereo not given)
    5.8	-2.8	13.3	5.9	-2.1	0.7	2.3	13.8	-0.4
O=C(CCN1C(=O)c2cccc3cccc(c23)C1=O)NC1CCS(=O)(=O)C1 (stereo not given)
    2.2	-4.4	-5.0	0.7	-0.6	-2.7	-6.5	-421.8	1.4
Cc1nc2cc(Nc3ccncc3)ccc2s1
    -0.8	-1.3	-11.4	-1.8	15.3	-7.5	-5.7	-2.5	0.0
NC(=O)c1ccsc1NC(=O)COC(=O)COc1ccc(C=O)cc1
    16.7	-1.6	-3.0	-5.7	3.0	-0.9	-4.9	0.9	-2.5
COC(=O)/C=C1/S/C(=N/NC(=O)c2ccc(Cl)cc2Cl)NC1=O
    -8.6	2.5	-29.6	-6.2	2.9	-1.5	-8.3	6.8	-1.2
CCOc1nc(NC2CCCC2)nc(N2CCC(C)CC2)n1
    7.1	-2.9	-14.6	-5.7	11.7	2.9	3.9	8.8	-3.8
COc1cccc(NC(=O)Nc2ccc3nc(C)c(C)nc3c2)c1
    2.1	3.5	53.8*	38.9	7.3	8.9	46.4	-282.6	-0.9
COc1ccc(OC)c(NC(=O)CN(c2ccc(C)cc2)S(=O)(=O)c2c(C)n[nH]c2C)c1
    10.8	-2.2	14.6	-1.1	-5.5	0.1	-2.4	12.4	-1.8
COc1ccc(NC(=O)Nc2cccnc2)cc1
    -1.0	-5.7	4.0	-2.5	-2.7	-0.3	-3.2	15.6	1.2
CCCCCNC(=O)C1c2ccccc2Oc2ccccc21
    6.0	-4.3	-33.9	-3.3	8.7	1.6	5.4	12.2	2.5

Gathered by group: the entries above containing bromine.
Second line of a record – UBC13 polyUb	HKDC1 inhibitor	SENP6 inh	SENP8 block-1	PfGluPho inh	SENP1 FRET inh	SENP7 block	SENP8 block-2	beta cell repl
CCOc1ccccc1NS(=O)(=O)c1ccc(Br)s1
    6.1	-6.1	-3.8	1.2	35.5	3.8	7.7	9.1	-2.2
Cc1nn(CC(=O)NNC(=O)c2ccccc2F)c([N+](=O)[O-])c1Br
    1.9	0.1	0.6	-1.6	8.2	4.3	-3.9	2.9	3.7

Quoted from the listing:
In SENP1 FRET inh, COc1cccc(NC(=O)Nc2ccc3nc(C)c(C)nc3c2)c1 has the entry 8.9
In SENP7 block, O=C(O)Cn1cc(C(=S)N2CCOCC2)c2ccccc21 has the entry 11.0
In SENP6 inh, Cc1ccc(N(C(=O)Cn2nnc(-c3ccccc3F)n2)C(C(=O)NC2CCCC2)c2ccncc2)cc1 (stereo not given) has the entry -2.3
In UBC13 polyUb, Cc1c(C(=O)NCCSc2ccc(Cl)cc2)cccc1[N+](=O)[O-] has the entry 13.9
